High-throughput results as filed in PubChem BioAssay.
Vif-APOBEC3G blk – qHTS for Inhibitors of Vif-A3G Interactions: qHTS | DNA dC->dU-editing enzyme APOBEC-3G (Homo sapiens), Q9HC16 | HeLa A3G-eYFP + Vif (tagged APOBEC3G with the HIV-1 protein that degrades it), YFP fluorescence, overnight | Potency, µM (titrated, usually from 46.1 µM), for inactives: at the highest dose activity, negative = active, most hits filed as inhibitors | hit rate 0.076% among 410,000 | AID 602310, 2012;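 further: potency means the concentration at half of the fitted maximal effect; on the % scale 0 is the no-effect control and ±100 the full control effect; nearly all actives have a fitted effect of over 60% in size; hits raise eYFP signal because A3G escapes Vif-driven loss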
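Read-out is eYFP fluorescence (Ex 488/Em 500-530) from Vif-expressing HeLa A3G-eYFP cells; more signal means A3G escaped Vif-mediated degradation. Cells plated overnight, compound pinned in, incubated overnight at 37 deg C.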
TrxR1 substrate – qHTS Assay for Substrates of Mammalian Selenoprotein Thioredoxin Reductase 1 (TrxR1): qHTS; Thioredoxin reductase 1, cytoplasmic (Rattus norvegicus), O89049; hit rate 0.01% among 390,000; Potency, µM (doses to about 114 µM), without a hit: top-dose activity change, negative = substrate turnover; purified TrxR1 substrate turnover, NADPH consumption readout; AID 588456, 2011; further: potency means the concentration at half of the fitted maximal effect; on the % scale 0 is the no-effect control and ±100 the full control effect; nearly all actives have a fitted effect of over 50% in size
Target sequence (O89049 whole entry, looked up): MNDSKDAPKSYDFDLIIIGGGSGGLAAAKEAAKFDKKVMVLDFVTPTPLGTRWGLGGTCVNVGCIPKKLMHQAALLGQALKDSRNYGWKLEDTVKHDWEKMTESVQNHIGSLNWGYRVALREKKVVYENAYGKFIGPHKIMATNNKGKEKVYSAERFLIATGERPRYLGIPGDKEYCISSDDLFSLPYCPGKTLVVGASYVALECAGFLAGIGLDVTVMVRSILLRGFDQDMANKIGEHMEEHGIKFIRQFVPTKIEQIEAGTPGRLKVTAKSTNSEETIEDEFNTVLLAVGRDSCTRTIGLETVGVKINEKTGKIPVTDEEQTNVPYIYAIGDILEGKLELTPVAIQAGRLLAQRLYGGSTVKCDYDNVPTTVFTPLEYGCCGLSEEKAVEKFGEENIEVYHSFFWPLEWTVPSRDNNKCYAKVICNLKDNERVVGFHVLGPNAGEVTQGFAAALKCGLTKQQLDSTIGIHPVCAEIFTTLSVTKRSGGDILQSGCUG
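Rat TrxR1, dispensed at 90 nM, was prereduced with 400 uM NADPH (final) for 5 min at ~22 deg C, then incubated with compound 15 min before 400 uM selenite. A first-read NADPH fluorescence drop versus no-compound background flagged substrates.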
PI4K2A inh – qHTS for small molecular inhibitors of PI4K2A | purified PI4K2A, ADP-Glo luminescence, 1 h; stronger effect = lower value | hit rate 0.13% among 420,000 | activity change, negative = inhibition, % at 76.9 µM; in the data active means activity change below about -50%; inconclusive means mostly about -30% to -49%;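 further: -100% = wells without enzyme as full effect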
Target sequence (Q9BTU6 whole entry, looked up): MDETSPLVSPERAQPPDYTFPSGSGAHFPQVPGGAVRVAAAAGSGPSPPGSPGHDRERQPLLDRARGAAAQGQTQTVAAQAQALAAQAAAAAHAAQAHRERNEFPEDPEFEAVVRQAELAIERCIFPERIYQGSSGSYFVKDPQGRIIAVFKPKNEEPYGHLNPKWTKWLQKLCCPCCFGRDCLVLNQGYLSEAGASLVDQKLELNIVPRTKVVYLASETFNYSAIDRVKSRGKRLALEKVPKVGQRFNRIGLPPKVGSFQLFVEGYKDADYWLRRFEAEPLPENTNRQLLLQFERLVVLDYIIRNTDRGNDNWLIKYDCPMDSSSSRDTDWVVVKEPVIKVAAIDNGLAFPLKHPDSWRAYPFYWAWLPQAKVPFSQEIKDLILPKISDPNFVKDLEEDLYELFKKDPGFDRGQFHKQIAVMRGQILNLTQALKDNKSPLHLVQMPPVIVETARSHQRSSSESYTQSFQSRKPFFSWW
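Compounds are screened against recombinant PI4K2A using PI as substrate and ATP, the latter dispensed at 300 microM. Reactions run one hour at ambient temperature before ADP-Glo detection; full inhibition defined by wells lacking enzyme.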
Glioma ERSR ind – qHTS for Inducers of the Endoplasmic Reticulum Stress Response (ERSR) in Human Glioma: qHTS. Potency, µM, for inactives: at the top dose activation, most hits filed as activators. U87-MG GRP78 promoter luciferase reporter, 16 h. hit rate 0.02% among 420,000; further: potency means the concentration at half of the fitted maximal effect; series mostly up to about 76 µM; % of control where 0% means no effect; nearly all actives have a fitted effect of over 35% in size
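ERSR induction read as luciferase luminescence (Bright-Glo, 10 min at room temperature) in stably transfected human U87-MG glioma cells exposed to compounds for 16 h, using GRP78 as sensor.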
Vif-A3F inh – qHTS for Inhibitors of Vif-A3F Interactions: qHTS; HeLa A3F-eYFP + Vif (tagged APOBEC3F with the HIV-1 protein that degrades it), YFP fluorescence increase; hit rate 0.2% among 390,000; Potency, µM (highest dose often 46.1 µM), for inactives: at the top dose activity, negative = active; further: potency means the concentration at half of the fitted maximal effect; % of control where 0% means no effect; nearly all actives have a fitted effect of over 65% in size
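Fluorescence increase (Ex 488/Em 500-530) after overnight compound treatment at 37 deg C flags inhibition of Vif-driven A3F-eYFP loss in stable HeLa A3F-eYFP/Vif cells seeded overnight beforehand.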
RXFP1 ag – qHTS Assay for Agonists of the Relaxin Receptor RXFP1; Potency, µM (highest dose often 57.5 µM), for the others: at the highest dose activation, most hits filed as activators; HEK293T-RXFP1 cAMP TR-FRET, 30 min; response scale: percent of porcine relaxin response, buffer zero; Relaxin receptor 1 (Homo sapiens), Q9HBX9; hit rate 0.3% among 370,000; further: potency means the concentration at half of the fitted maximal effect; on the % scale 0 is the no-effect control and ±100 the full control effect; nearly all actives have a fitted effect of over 60% in size; many of its hits are not listed in these tables
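cAMP rise read by TR-FRET after 30 min, 37C compound exposure (up to 58 uM) in RXFP1-transfected HEK293 cells with Ro 20174 present. EC50 from Hill-equation fits, with 29 nM porcine relaxin as 100% and buffer as basal.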
USP1-UAF1 inh – Inhibitors of USP1/UAF1: Primary Screen. Ubiquitin carboxyl-terminal hydrolase 1 (Homo sapiens), O94782. recombinant USP1/UAF1, Ub-Rhodamine cleavage fluorescence. Potency, µM (titrated, usually from 57.1 µM), for the others: at the highest dose activity change, negative = inhibition, usual class: inhibitors. hit rate 0.23% among 390,000; further: potency means the concentration at half of the fitted maximal effect; on the % scale 0 is the no-effect control and ±100 the full control effect; nearly all actives have a fitted effect of over 60% in size; inactives centre near -12
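Step one: compound is pinned into 1nM USP1/UAF1 in HEPES pH 7.8 buffer with TCEP. Step two: 15 min room-temperature incubation. Step three: Ub-Rho (150nM final) starts cleavage, tracked by fluorescence over six one-minute reads.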
mIDH1 inhibitor – qHTS for Inhibitors of mutant isocitrate dehydrogenase 1 (IDH1): qHTS; IDH1-R132H enzyme, NADPH consumption, diaphorase/resazurin fluorescence; Potency, µM (highest dose often 76.6 µM), for the others: top-dose activity change, negative = inhibition, actives largely listed as inhibitors; hit rate 0.093% among 390,000; AID 602179, 2012; further: potency means the concentration at half of the fitted maximal effect; on the % scale 0 is the no-effect control and ±100 the full control effect; nearly all actives have a fitted effect of over 65% in size
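IDH1-R132H (0.5 ug/mL dispensed) in pH 7.5 Tris buffer was preincubated 30 min with compound, then given a substrate mix of 0.016 mM NADPH and 2 mM alpha-KG for 80 min at room temperature; remaining NADPH was read by diaphorase/resazurin fluorescence.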
LDHA block – qHTS assay for inhibitors of human lactate dehydrogenase | L-lactate dehydrogenase A chain (Homo sapiens), P00338 | hit rate 0.15% among 480,000 | purified LDHA, NADH/diaphorase-resazurin fluorescence; stronger effect = lower value | activity change, % (values are at about 110 or 230 µM); in the data active means activity change below about -30%; inconclusive means mostly about -25% to -30%;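 further: plate controls were DMSO wells for no effect and wells without enzyme for full effect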
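LDH5 2 nM; NADH 0.06 mM, pyruvate 0.2 mM; 200 mM Tris pH 7.4, EDTA, Tween-20; 5 min RT. Detection: diaphorase 0.133 mg/mL + resazurin 37 µM, fluorescence ex540/em590 at 0 and 20 min; normalized to enzyme-free and DMSO wells.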
* = called active by the depositor; ? = inconclusive; nt = not tested or not shown; & = joins results of further samples; [ ] = remark or other dose. Unless noted, the call rests on the fitted dose curve; in most records, active means well fitted curve in the direction sought with a large enough effect; inconclusive means small, poorly fitted or top-dose-only effect, or another doubt; inactive means no such curve, though single readings can be large; an effect the other way counts as inactive or inconclusive. Some of the compounds tested; count on the stated rates, not on these rows.

#	compound	Vif-APOBEC3G blk	TrxR1 substrate	PI4K2A inh	Glioma ERSR ind	Vif-A3F inh
1	Cc1ccc2cc(CN(c3ccc(C)c(C)c3)S(C)(=O)=O)c(=O)[nH]c2c1	-7.8%	1.3%	-3.7	-4.4%	10.0%
2	COc1ccc(OC)c(NC(=O)c2ccc3c(c2)C(=O)N(c2ccc(OC(C)=O)cc2)C3=O)c1	0.4%	0.1%	-0.7	-2.1%	0.0%
3	O=C(Nc1sc2c(c1C(=O)NCc1cccnc1)CCCC2)c1ccco1	-6.6%	44.0%[activator]	-5.3	-0.7%	-11.1%
4	Cn1cccc1C(=O)NC(=O)COC(=O)c1ccccc1O	2.8%	17.0%[57.1 µM]	3.7	-2.8%	1.2%
5	CN(C)c1ccc(N=Nc2ccc(S(=O)(=O)O)cc2)cc1	-1.3%	-23.7%	nt	-2.5%	nt
6	Cc1cc(OCc2cc(C(=O)NCCN3CCCCC3CO)no2)cc(C)c1Cl (stereo not drawn)	-1.4%	-5.4%	-11.7	-9.9%	3.2%
7	CCc1ccc(N2CC(C(=O)N/N=C/c3cc([N+](=O)[O-])ccc3O)CC2=O)cc1 (stereo not drawn)	-4.7%	-11.2%[57.1 µM]	-3.0	-3.8%	0.2%
8	Cc1ccc(/C=C/c2ccc(N(C)C)cc2)[n+](C)c1	11.2µM*	-3.3%[57.1 µM]	-0.2	-11.1%	?
9	COc1cccc2c1C(=O)c1c(O)c3c(c(O)c1C2=O)C[C@@](O)(C(=O)CO)C[C@@H]3O[C@H]1C[C@H](N)[C@H](O)[C@H](C)O1	-1.5%	1.6%	-24.1&-11.0	-6.0%&-1.9%	-3.1%
10	COc1cc(/C=C2/SC(=NCc3ccccc3)N(Cc3ccccc3)C2=O)ccc1O	-5.3%	-21.8%[57.1 µM]	2.5	-17.2%	-1.5%

#	RXFP1 ag	USP1-UAF1 inh	mIDH1 inhibitor	LDHA block
1	1.4%	-4.4%	3.1%	-4.8
2	-2.9%	-20.9%	-9.1%	-6.0
3	-0.5%	-11.4%	0.0%	7.0
4	3.2%	-6.3%	4.1%	-16.7
5	nt	nt	nt	2.5
6	-0.6%	-20.7%	19.7%	-0.1
7	1.0%	-4.9%	0.0%	9.9
8	7.8%	?	1.7%	-4.3
9	-0.8%	31.6µM*	-20.6%	35.1
10	4.4%	-19.9%	8.2%	2.6

(listing goes on)
#	compound	Vif-APOBEC3G blk	TrxR1 substrate	PI4K2A inh	Glioma ERSR ind	Vif-A3F inh
11	CC(=O)OCCN(CCCn1c(-c2ccncc2)nc2ccccc21)c1nc(CN2CCCCC2)cs1	-0.1%	7.3%[57.1 µM]	-0.5	-0.5%	2.1%
12	CCOc1ccccc1-c1nnc(SCC(=O)NC2(C#N)CCCC2)o1	-1.7%	-2.1%	1.2	-1.7%	1.0%
13	O=C(CSCc1ccccc1Cl)NCCSc1ccccn1	1.8%	-8.4%	4.1	-6.4%	-1.5%
14	CCc1ccc(OCCSc2nc3ccccc3n2CC(=O)N2CCCCC2)cc1	-2.1%	-1.4%	6.0	-2.4%	0.2%
15	Cc1ccc(NC(=O)C2CCN(C(=O)c3cccs3)CC2)c(C)c1	-3.6%	-12.2%[57.1 µM]	-9.6	-4.2%	-0.3%
16	CC(=O)NC(Cc1ccccc1C)C(=O)NC1CCN(C(=O)c2ccc(C)cc2)CC1 (stereo not drawn)	1.0%	-0.3%	6.6	-0.2%	-5.0%
17	CCCCC(=O)NC(c1ccccc1OC)c1ccc2cccnc2c1O (stereo not drawn)	-25.4%	0.8%	8.3	-4.1%	-10.8%
18	O=C(CN1CCN(C2CCCCC2)CC1)Nc1ccccc1N1CCCCC1	1.9%	-6.8%	-6.6	-4.1%	-14.8%
19	O=C1NCN(c2ccccc2)C12CCN(c1nnnn1-c1ccccc1)CC2	0.1%	5.3%	-5.8	-3.3%	12.5%
20	C[C@@H]1CN([C@@H](C)CO)C(=O)CCCn2nncc2CO[C@@H]1CN(C)S(C)(=O)=O	0.2%	nt	-4.2	-4.9%	-0.9%

#	RXFP1 ag	USP1-UAF1 inh	mIDH1 inhibitor	LDHA block
11	4.0%	-19.3%	-11.9%	-2.3
12	1.7%	-10.2%	3.2%	-1.8
13	2.0%	-7.4%	1.0%	0.8
14	0.6%	?	-2.3%	-0.3
15	-0.1%	-15.8%	2.7%	-8.7
16	0.1%	-23.2%	12.0%	-3.5
17	-1.5%	-13.0%	-16.9%	-0.7
18	0.1%	-2.8%	4.7%	0.3
19	1.4%	-14.7%	6.2%	-1.9
20	nt	-7.7%	-5.9%	?

Next compounds follow.
#	compound	Vif-APOBEC3G blk	TrxR1 substrate	PI4K2A inh	Glioma ERSR ind	Vif-A3F inh
21	COc1ccccc1N=NNc1ccccc1OC	0.2%	nt	-5.1	-4.5%	1.2%
22	CSc1ccc(C#N)cc1NC(=O)c1cccnc1Cl	11.5%	2.1%	5.2	-5.4%	-12.4%
23	O=C(NCCSc1ccccn1)c1ccc(Cl)cc1Cl	-6.5%	-5.1%	0.8	-5.8%	6.8%
24	Cc1ccc2c(c1)N(CCC(=O)NC1CC1)C(=O)C(C)O2 (stereo not drawn)	-3.6%	9.4%	0.4	-1.1%	2.9%
25	Cc1nc2sc(C(c3cccs3)N3CCC4(CC3)OCCO4)c(O)n2n1 (stereo not drawn)	1.0%	3.9%	3.4	-1.8%	-4.7%
26	C#CC(C)(CC)NC(=O)Cn1nnc(-c2ccc(OCc3c(F)cccc3Cl)cc2)n1 (stereo not drawn)	nt	-2.7%	3.6	nt	nt
27	Cc1noc(C)c1COC(=O)C1COc2ccccc2O1 (stereo not drawn)	1.9%	-3.8%	1.6	-4.8%	nt
28	CCOCCCN1C(=O)c2[nH]nc(-c3ccccc3O)c2C1c1ccc(CC)cc1 (stereo not drawn)	-11.6%	-8.4%	0.6	-5.0%	-0.5%
29	COc1ccccc1NC(=O)c1ccc(NC(=O)C2COc3ccccc3O2)cc1 (stereo not drawn)	0.6%	-0.2%	7.3	-1.3%	0.0%
30	CCC(C(=O)Nc1cccnc1)n1c(=O)[nH]c2ccccc2c1=O (stereo not drawn)	0.6%	3.7%	-2.0	-3.9%	7.9%

#	RXFP1 ag	USP1-UAF1 inh	mIDH1 inhibitor	LDHA block
21	nt	-23.6%	-7.1%	6.7
22	4.5%	-1.0%	-0.1%	-6.7
23	1.1%	-6.5%	3.2%	-3.6
24	-2.2%	-3.5%	5.7%	-8.5
25	-4.7%	-4.3%	2.0%	-2.2
26	2.1%	-3.5%	nt	-2.0
27	0.0%	-7.7%	-1.3%	-3.6
28	-1.7%	-17.3%	?	2.9
29	-0.5%	?	-2.3%	-10.9
30	4.0%	-24.4%	-6.4%	-10.5

More compounds follow.
#	compound	Vif-APOBEC3G blk	TrxR1 substrate	PI4K2A inh	Glioma ERSR ind	Vif-A3F inh
31	O=C1CC(N2CCOCC2)=NN1c1ccc([N+](=O)[O-])cc1	-4.1%	-20.2%[57.1 µM]	-23.4	-1.9%	6.1%
32	O=C(CSc1nccn1-c1ccc(Cl)cc1)N1CCCc2ccccc21	1.4%	2.0%	6.1	-2.4%	-12.8%
33	Cc1ccc(-c2[nH]nc(N)c2N=Nc2ccccc2C)cc1	-10.5%	8.3%[57.1 µM]	1.7	10.8%	-6.9%
34	O=C(CNC(=O)[C@@H]1Cc2ccccc2CN1)NC1CCCCC1	1.0%	-6.3%	-0.5	-4.4%	10.9%

#	RXFP1 ag	USP1-UAF1 inh	mIDH1 inhibitor	LDHA block
31	0.7%	?	2.3%	8.1
32	1.9%	-20.4%	-1.3%	-1.1
33	-0.1%	-13.4%	-1.2%	-5.0
34	0.5%	-23.4%	-2.5%	-4.2

Grouped by structure, those above containing a cyano group.
#	compound	Vif-APOBEC3G blk	TrxR1 substrate	PI4K2A inh	Glioma ERSR ind	Vif-A3F inh
12	CCOc1ccccc1-c1nnc(SCC(=O)NC2(C#N)CCCC2)o1	-1.7%	-2.1%	1.2	-1.7%	1.0%
22	CSc1ccc(C#N)cc1NC(=O)c1cccnc1Cl	11.5%	2.1%	5.2	-5.4%	-12.4%

#	RXFP1 ag	USP1-UAF1 inh	mIDH1 inhibitor	LDHA block
12	1.7%	-10.2%	3.2%	-1.8
22	4.5%	-1.0%	-0.1%	-6.7
